m5-HT2A agonist: mouse Htr2a agonists via beta-arrestin recruitment, primary screen, cell-based, luminescence; activation, % at 7.6 µM; 360,000 compounds, 0.66% hits; CHO-K1 mHTR2A beta-arrestin complementation; percent of 30 µM serotonin response; 5-hydroxytryptamine receptor 2A (Mus musculus), P35363;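 active means activation above a run cutoff, the mean activation of all tested compounds plus 3 SD, cut at about 14% in these data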;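 further: 0% = plate median of compound wells and 100% = 30 µM serotonin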
Target sequence (P35363 whole entry, looked up): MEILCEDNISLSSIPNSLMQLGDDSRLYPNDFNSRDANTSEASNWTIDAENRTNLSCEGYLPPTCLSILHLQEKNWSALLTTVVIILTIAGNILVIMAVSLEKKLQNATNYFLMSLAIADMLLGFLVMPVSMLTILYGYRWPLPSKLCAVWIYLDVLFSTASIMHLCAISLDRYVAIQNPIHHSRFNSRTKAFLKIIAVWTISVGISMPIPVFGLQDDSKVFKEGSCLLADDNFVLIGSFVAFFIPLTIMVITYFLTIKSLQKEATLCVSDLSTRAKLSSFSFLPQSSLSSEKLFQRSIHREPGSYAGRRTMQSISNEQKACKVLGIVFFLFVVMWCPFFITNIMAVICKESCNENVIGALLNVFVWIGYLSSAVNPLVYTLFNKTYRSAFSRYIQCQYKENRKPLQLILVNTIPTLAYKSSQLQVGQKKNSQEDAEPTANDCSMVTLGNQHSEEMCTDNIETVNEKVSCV
iPSC survival up: enhancers of single-cell hiPSC survival, primary screen, ATPlite luminescence. AID 602274, 2012. 360,000 compounds, 0.044% hits. 100% = ROCK inhibitor wells, 0% = DMSO. survival enhancement, % at 20 µM; in the data active means survival enhancement above about 18%;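 further: cells exposed to compounds for 16 hours before the ATP read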
PDI inh: inhibitors of human PDI, primary screen, biochemical, turbidity, single point, plate reader; Protein disulfide-isomerase (Homo sapiens), P07237; PDI insulin aggregation turbidity, A650, 90 min; inhibition, % at 10 µM; 350,000 compounds, 0.052% hits; AID 588391, 2011;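 active means mean inhibition across replicates of 30% or more, whatever share of single replicates reach that level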;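 further: absorbance from insulin aggregation driven by PDI reduction with DTT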
NR2E3 ag-1: NR2E3 agonists in two-hybrid cells, primary screen, cell-based, luminescence, CHO-S, Gal4-NCOR/VP16-NR2E3. Photoreceptor-specific nuclear receptor (Homo sapiens), Q9Y5X4. luciferase. inhibition of corepressor binding, % at 3.98 µM. 360,000 compounds, 0.35% hits. AID 602229, 2012;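 active means inhibition above the mean of all tested compounds plus 3 SD, cut at about 70% in these data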;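 further: 0% = DMSO with NR2E3 transfected cells and 100% = cells lacking NR2E3 construct; higher means lower luciferase signal from less NR2E3 corepressor binding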
Target sequence (Q9Y5X4 whole entry, looked up, the tested form may be a part): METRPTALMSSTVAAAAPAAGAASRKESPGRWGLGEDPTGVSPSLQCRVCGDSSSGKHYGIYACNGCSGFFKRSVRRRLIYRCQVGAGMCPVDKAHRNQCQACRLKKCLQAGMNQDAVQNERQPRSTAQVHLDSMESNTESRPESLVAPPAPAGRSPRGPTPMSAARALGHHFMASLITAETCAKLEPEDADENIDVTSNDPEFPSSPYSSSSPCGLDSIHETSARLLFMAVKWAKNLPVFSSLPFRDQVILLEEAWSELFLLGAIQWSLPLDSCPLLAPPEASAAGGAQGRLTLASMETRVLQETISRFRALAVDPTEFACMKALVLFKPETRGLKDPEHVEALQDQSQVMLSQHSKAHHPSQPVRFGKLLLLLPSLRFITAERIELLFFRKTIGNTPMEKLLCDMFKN
Peg3 promoter: Peg3 promoter-driven luciferase inhibitors, primary screen, cell-based, HeLa, luciferase luminescence | HeLa PEG-Prom luciferase reporter, overnight | inhibition, % at 20 µM | 360,000 compounds, 1.7% hits;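 active means inhibition of at least 50% at 20 µM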
NR2E3 ag-2: inhibitors of NR2E3-RetCOR corepressor binding, primary screen, NR2E3 agonist project, biochemical, TR-FRET, GST-NR2E3, biotin-RetCOR | Photoreceptor-specific nuclear receptor (Homo sapiens), Q9Y5X4 | 1536-well | inhibition of corepressor binding, % at 4.78 µM | 320,000 compounds, 0.12% hits | AID 2300, 2010;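 active means percent inhibition above the cutoff of mean plus 3 SD of all tested compounds, set per screening campaign, cut at about 20% in these data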;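 further: 0% = DMSO wells and 100% = biotin wells as full block of FRET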
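Test system – NR2E3–RetCOR corepressor complex · Quantity – NR2E3 fusion 1.35 nM · Buffer or medium – Tris pH 7.5 · Incubation – Compound–protein incubation for 5 h at 4 °C · Technique – TR-FRET, Eu(K)-anti-GST donor, streptavidin-D2 acceptor, ex 340, em 617/671 nm · Evaluation – percent inhibition of 671/617 nm emission ratio versus biotin and DMSO controls · Plate – 1536-well format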
CaV13 FRET inh: Disruptors of the CACNA1D IQ motif to Ca2+-dependent inactivation inhibitor domain association, primary screening, Förster resonance energy transfer in intact living …; HEK cells, CFP/YFP FRET ICDI-IQ, plate reader, 10 min; percent FRET-ratio fall versus neutral wells; inhibition, % at 12.3 µM; 340,000 compounds, 0.098% hits; AID 743397;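 active means mean replicate inhibition of at least 30% and at least 1% of replicates passing that level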;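 further: 0% = median of the neutral control wells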
MITF TRPM1 inh: inhibitors of MITF-dependent TRPM1 promoter reporter, primary screen, cell-based, SK-MEL-5, single point, luciferase; SK-MEL-5 TRPM1 promoter luciferase, 24 h; inhibition, % at 12.5 µM; 330,000 compounds, 0.83% hits;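 active means mean inhibition across replicates of 60% or more, whatever share of single replicates reaches that level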; further: values of inactives mirror those of a sister screen read the other way
Cardio protect: cardioprotection against H2O2-induced cell death, primary screen, uHTS, H9c2 cells, ATPLite luminescence; H9c2 cardiomyocytes, H2O2 injury protection, 2 h; protection from H2O2 cell death, % at 20 µM; 360,000 compounds, 0.63% hits; AID 588492, 2011;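 active means compounds giving at least 50% protection of heart cells from peroxide-induced death in the single-dose screen, raw or plate-pattern-corrected value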;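 further: 0% = DMSO wells with peroxide and 100% = DMSO wells without peroxide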
HIF-2a inh: HIF-2a reporter inhibitors, primary screen, luminescence, 786-0 RCC cells | 360,000 compounds, 0.72% hits | inhibition, % at 18.8 µM | 786-0 RCC cells HIF-2a reporter, luciferase luminescence, overnight | AID 624352, 2012;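 active means inhibition of the luminescence signal of 40% or more relative to plate controls, in a single-dose primary screen at 18.75 µM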
Shn3 3UTR inh: reduction of Shn3 3'UTR firefly luciferase signal, primary screen, Schnurri-3 inhibitor project, cell-based, Clone20 osteoblasts, set 2; 360,000 compounds, 0.52% hits; inhibition, % at 12.5 µM; Clone20 osteoblast Shn3 3'UTR firefly luciferase, 24 h;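 active means mean inhibition of at least 75% with every replicate also reaching 75%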;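 further: 0% = median of neutral control wells and 100% = pilot-screen positive control compound; some compounds past the cut are filed as inactive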
Starred values were filed as active, the others as inactive; . = not tested or not shown. The order is random. About 3.9% of those tested had a hit in this group.

SMILES	m5-HT2A agonist	iPSC survival up	PDI inh	NR2E3 ag-1	Peg3 promoter	NR2E3 ag-2	CaV13 FRET inh	MITF TRPM1 inh	Cardio protect	HIF-2a inh	Shn3 3UTR inh
Cc1ccc(NC(=O)COC(=O)Cc2ccsc2)c(C)c1	1	0.3	0	11	9	-1	-4	7	-2	13	-9
Fc1ccc(NC(=S)N2CCCCC2)cc1	-2	0.5	14	-9	7	3	-4	4	9	5	10
O=C(CSc1ccc(Br)cc1)N1CCN(C(=O)c2ccco2)CC1	1	-1.7	-3	-25	10	3	-5	3	-3	-3	-20
Cc1ccc(C(=O)N/C(=C\c2cccs2)C(=O)N2CCCCCC2)cc1	-1	0.5	1	10	6	1	-5	-14	-2	3	-5
CCN1C[C@@H]2[C@@H]3C(=O)N(C)C(=O)[C@@H]3[C@](C)(C1=O)N2C(=O)c1ccc(F)cc1	3	-2.3	-2	15	-4	.	-9	3	-2	-1	-6
Cc1cccc(C)c1OCCCCCNCCO	2	-1.5	-1	-13	5	-1	-8	0	4	-6	-6
O=C(NC(=S)Nc1ccccc1F)c1ccc(Br)o1	-5	3.4	1	-30	-198	-4	-5	-23	-5	-236	-52
COc1ccccc1C(CNC(=O)c1ccc(-c2ccccc2Cl)o1)N1CCCC1 (configuration not stated)	-8	-0.1	-3	-6	26	-1	-7	-19	2	1	20
COC(=O)N(C)C[C@@H]1OCc2cn(nn2)CCCC(=O)N([C@H](C)CO)C[C@H]1C	5	2.2	.	17	-3	.	.	.	2	-1	-7
NC(=O)c1ccc(=O)n(C2OC(CO)C(O)C2O)c1 (configuration not stated)	5	1.4	12	-7	-1	.	-5	-2	-4	4	3
Cc1cc(C)n(S(=O)(=O)c2ccccc2)n1	6	-0.2	1	-11	13	1	9	-1	2	4	-2
COc1ccc(C2C(Oc3ccccc3C)C(=O)N2Cc2ccc(F)cc2)cc1OC (configuration not stated)	-6	0.2	15	-1	10	4	.	-8	2	10	0
Cc1c(C(=O)OCC(=O)NCc2ccc3c(c2)OCO3)cccc1[N+](=O)[O-]	2	-1.1	-24	11	-10	0	-4	8	-4	0	17
CCCC(CC)Sc1nc2c([nH]1)c(=S)n(C)c(=O)n2C (configuration not stated)	-2	4.5	-1	78*	3	.	-7	16	-4	0	28
CC(C)CCNC(=O)CC1Nc2c3ccccc3nc(=S)n2C1=O (configuration not stated)	-5	-2.1	-4	-18	13	1	-3	1	-1	13	5
C[C@@H]1CN([C@H](C)CO)C(=O)c2cc(Br)cnc2O[C@H]1CN(C)C(=O)Nc1ccc2c(c1)OCO2	-2	2.3	-12	-1	-5	.	-9	.	8	-6	-16
CC(OC(=O)CCc1c[nH]c2ccccc12)C(=O)c1ccccc1 (configuration not stated)	-3	-0.7	8	-11	-7	2	-2	9	-10	2	14
COc1ccccc1NC(=O)c1ccc(NC(=O)c2nc3nccc(C)n3n2)cc1	-2	3.0	-3	-24	5	-1	-3	-9	5	-16	-13
CCn1c(=N)n(CCO)c2ccccc21	0	-1.0	-2	-9	5	0	-1	11	3	15	-8
O=C(CN1CCN(S(=O)(=O)c2ccc(Br)cc2)CC1)N/N=C/c1ccc(Br)s1	12	-0.1	-7	23	18	1	-5	10	-2	14	20
O=C(NCCN1C(=O)S/C(=C\c2ccccc2F)C1=O)C1CC(=O)N(Cc2ccccc2)C1 (configuration not stated)	-7	-0.5	-5	7	7	2	-6	3	10	-5	-13
CCOc1ccc(NC(=O)CN(C)C(=O)c2ccc3nc(CC)c(CC)nc3c2)cc1OCC	0	-0.1	-4	-27	3	1	-5	-5	-6	4	-5
CCSCc1nnc(SCC(=O)Nc2cccc(C(C)=O)c2)n1C	3	3.2	2	-2	9	-2	7	-4	0	14	11
CCOC(=O)c1cnc2c(ccc3ccccc32)c1NCCCN(C)C	-11	-0.6	4	-36	-134	-1	-4	-55	9	-248	-22
CSc1cccc(NC(=O)c2cnccn2)c1	-2	1.3	-4	-44	-82	1	.	-20	7	-98	-16
CCCC(=O)N(c1ccc2oc(=O)sc2c1)S(=O)(=O)c1ccccc1	-3	5.4	-1	-18	-19	0	-1	15	56*	7	-4
O=C(CSc1nc(-c2ccccc2Cl)ns1)Nc1ccc2c(c1)OCO2	3	1.0	16	-32	-161	3	-19	-18	-19	-309	-21
CCOc1ccccc1Nc1ncccc1C(=O)O	8	1.9	-1	-1	13	0	.	9	-2	-9	-10
COc1ccc(CN(CC(=O)NCc2ccc(F)cc2)C(=O)c2ccco2)cc1	-1	0.1	-4	5	9	2	-3	0	3	6	-1
CC(O)c1ccc2c(c1)OCCOCCN(C)CCOCCO2 (configuration not stated)	0	2.2	4	-21	-2	-1	-7	6	3	9	-13
Cc1ccc(NS(=O)(=O)c2cc3c(cc2C)NC(=O)CO3)cc1	1	2.7	.	-12	8	1	-6	.	-8	14	18
Cc1ccc(SCc2nn(C)c(Cl)c2C=O)cc1	1	-1.6	-4	-22	-112	3	-5	-54	1	-161	-39
O=C(N/N=C/c1ccccc1C(=O)O)C(=O)N1CCCCC1	2	-0.7	0	-2	8	3	4	4	0	14	-4
NC(=O)c1ccsc1NC(=O)COC(=O)CSc1ccc(Cl)cc1	-1	-0.6	-2	-26	7	1	15	-2	-17	0	70
Cc1ccc(Cc2c(C3CCCCC3)nc3ccc(Cl)cn23)cc1	9	0.6	.	-26	-39	.	-7	.	-8	-76	-2
O=S(=O)(Nc1ccc(Cl)c(Cl)c1)N1CCOCC1	1	0.1	-49	-2	11	-2	-6	-8	-3	11	14
O=C(NC(=S)N(CCCCO)C1CCCCC1)c1sc2ccccc2c1Cl	3	1.9	-5	-12	15	5	.	7	46	-4	0
CC1CCN(S(=O)(=O)c2ccc3c(c2)N(CC(=O)NCc2cccnc2)C(=O)CS3)CC1	4	-1.6	-2	-24	10	4	7	-6	2	19	-3
CC1CC(C)CN(C(=O)Cn2c(=O)c3cccn3c3cccnc32)C1 (configuration not stated)	-6	-0.2	-13	0	14	0	-6	1	1	12	-27
C#CCNC(=O)C1=C[C@H](c2cn(C(C)=O)c3ccccc23)[C@@H](CCCO)[C@H](OCC)O1	-6	0.0	3	15	1	3	-11	12	2	12	-3

Full records, quoted from the list:
CSc1cccc(NC(=O)c2cnccn2)c1 as listed: m5-HT2A agonist = -2; iPSC survival up = 1.3; PDI inh = -4; NR2E3 ag-1 = -44; Peg3 promoter = -82; NR2E3 ag-2 = 1; CaV13 FRET inh = .; MITF TRPM1 inh = -20; Cardio protect = 7; HIF-2a inh = -98; Shn3 3UTR inh = -16
CC1CC(C)CN(C(=O)Cn2c(=O)c3cccn3c3cccnc32)C1 (configuration not stated) as listed: m5-HT2A agonist = -6; iPSC survival up = -0.2; PDI inh = -13; NR2E3 ag-1 = 0; Peg3 promoter = 14; NR2E3 ag-2 = 0; CaV13 FRET inh = -6; MITF TRPM1 inh = 1; Cardio protect = 1; HIF-2a inh = 12; Shn3 3UTR inh = -27

(next part)
SMILES	m5-HT2A agonist	iPSC survival up	PDI inh	NR2E3 ag-1	Peg3 promoter	NR2E3 ag-2	CaV13 FRET inh	MITF TRPM1 inh	Cardio protect	HIF-2a inh	Shn3 3UTR inh
CC(Sc1ccc(S(=O)(=O)N2CCCCC2)cn1)C(N)=O (configuration not stated)	4	-2.3	4	-12	1	.	-5	.	0	11	-13
COc1ccc2nc3sc(C(=O)N4CCN(C)CC4)cc3cc2c1	-3	-2.4	5	8	-15	5	-2	-12	4	-45	-20
CCN(C[C@H]1N[C@@](CC)(C(=O)OC)[C@H]2C(=O)N(C)C(=O)[C@@H]12)S(=O)(=O)c1ccc(OC(F)(F)F)cc1	2	-2.1	0	-31	-14	.	-7	-5	8	-4	-25
O=C(O)C1=C2C(=O)Nc3cccc(c32)C2(C1)C(=O)Nc1ccccc12 (configuration not stated)	-4	0.3	-4	-34	3	.	-13	.	4	23	-4
CCc1ccc(CN(C)C(=O)c2cc(COc3c(F)cccc3F)on2)cc1	-1	0.2	2	-24	-63	2	6	1	-12	-151	-14
Cc1cccc(C)c1NC(=S)N(Cc1ccccc1)Cc1cccs1	0	-0.3	-2	8	38	-4	-1	5	-22	11	13
O=C(CSc1cccc[n+]1[O-])Nc1ccccc1Oc1ccccc1	-2	1.8	-3	39	-11	6	2	-1	-12	21	1
CCC1CC(C(=O)O)CC(=O)N1 (configuration not stated)	4	-0.3	.	-10	-2	.	-12	.	-6	1	5
NC(=O)c1cc(-c2ccccc2)nc2ccc(Br)cc12	0	-0.5	-8	4	-6	1	-19	-13	-5	-20	.
CCOC(=O)n1n[n+]([O-])c2ccccc21	9	-0.8	-3	1	-5	1	-5	-10	4	18	-39
O=C(COC(=O)Cn1cnc2ccccc2c1=O)NCc1ccccc1Cl	0	0.1	1	-16	7	4	-5	-11	-5	3	-13
COc1ccc(NC(=O)CSc2nnc(C3CCCCC3)n2N)c(OC)c1	1	-0.4	-6	-7	-4	-2	-16	-5	1	-3	-14
Clc1ccccc1OCCCn1ccnc1	0	-0.6	0	2	-3	1	-20	3	2	15	2
CCOc1ccc(C(C)NC(=O)Nc2ccc(F)cc2F)cc1 (configuration not stated)	4	-0.2	-1	-3	2	2	-2	7	-2	-7	0
CN(c1ccccc1)S(=O)(=O)c1ccc(C(=O)OCC(=O)N2CCOCC2)cc1	0	2.1	-1	1	10	-1	-5	12	7	14	-6
COc1ccc(NC(C)=O)cc1S(=O)(=O)Nc1ccc(OCc2ccccc2)cc1	0	-0.5	11	73*	-25	0	-3	2	-5	-25	42
Cc1cc(C)c(S(=O)(=O)c2ccccc2Cl)c(Cl)n1	4	2.0	6	-29	12	3	-9	.	1	12	6
O=C(N/N=C/c1ccccc1O)C1(O)c2ccccc2-c2ccccc21	-2	-2.2	0	-17	14	-1	-3	10	48	23	13
Cc1sc2ncnc(OCC(=O)NC(C)C(C)C)c2c1C (configuration not stated)	1	0.1	15	-5	7	-3	-16	1	11	-3	10
O=C(NCc1ccc2c(c1)OCO2)c1ccc(CS(=O)(=O)c2ccc(Br)cc2)o1	-5	3.6	.	4	0	2	-2	4	-16	-6	14
Cc1cccc(C(=O)NNC(=O)c2ccc(NC(=O)C(C)(C)C)cc2)c1	5	2.9	1	18	-14	0	-5	4	-2	-24	-4
COCCN1C[C@@H](CO)O[C@@H](n2cnc3c(NC4CCCC4)ncnc32)C1	-1	3.6	1	-14	6	.	14	.	-4	-5	-1
